# MBD2 inh – MBD2-methylated oligo binding inhibition; Q9UBB5; inhibition, % at 4.4 µM; TR-FRET, MBD2 binding to methylated oligonucleotide; actives 0.31% (n = 370,000); in the data active means inhibition above about 13%
# Target sequence (Q9UBB5 whole entry, looked up): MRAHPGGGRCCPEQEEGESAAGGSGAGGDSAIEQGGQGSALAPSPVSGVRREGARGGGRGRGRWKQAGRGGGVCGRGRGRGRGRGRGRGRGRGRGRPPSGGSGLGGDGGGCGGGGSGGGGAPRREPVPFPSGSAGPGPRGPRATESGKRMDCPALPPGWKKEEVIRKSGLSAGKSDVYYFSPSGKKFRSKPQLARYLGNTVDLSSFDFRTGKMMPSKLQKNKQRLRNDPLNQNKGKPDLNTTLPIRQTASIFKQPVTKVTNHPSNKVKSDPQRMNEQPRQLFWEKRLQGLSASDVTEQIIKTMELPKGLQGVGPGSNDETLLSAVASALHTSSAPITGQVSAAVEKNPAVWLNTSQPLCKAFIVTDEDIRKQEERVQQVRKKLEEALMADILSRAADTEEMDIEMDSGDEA
# PRMT1 inh – PRMT1 (human) inhibition, primary screen. actives 1.3% (n = 370,000). Q99873. recombinant PRMT1, activity-based probe fluorescence polarization. inhibition, % at 2.79 µM. AID 652257;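 active means inhibition above about 21% made by adding two undisclosed values, limit read from the data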
# UHRF1 binding – human UHRF1 methylated DNA binding inhibitors. Q96T88. UHRF1 binding to methylated oligo, TR-FRET. inhibition, % at 4.4 µM. actives 0.75% (n = 370,000); in the data active means inhibition above about 21%;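 further: UHRF1 SRA domain binding a hemimethylated CpG hairpin DNA probe; 0% = median of test compound wells and 100% = reference inhibitor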
# LEDGF integ inh – blocks HIV-1 LEDGF/p75-dependent DNA integration; inhibition, % at 3.7 µM; TR-FRET IN-LEDGF/p75 DNA integration, Eu/Cy5; actives 0.64% (n = 370,000);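 active means inhibition above the screen-wide mean plus 3 SD, cut at about 13% in these data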;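 further: signal is the Cy5 over europium emission ratio at 671 and 618 nm; 0% = plate median of compound wells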
# HTRA1 inhibitor – blocks human HTRA1 serine peptidase; Q92743; inhibition, % at 5.96 µM; recombinant HTRA1, FP-rhodamine activity-based probe, fluorescence polarization; actives 0.5% (n = 340,000); AID 504803; in the data active means inhibition above about 36%;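 further: 0% = enzyme with DMSO and 100% = wells lacking enzyme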
# rCAG binder – binds r(CAG) RNA repeats; r(CAG) RNA repeat, TO-PRO-1 dye displacement fluorescence; inhibition, % at 3 µM; actives 1.3% (n = 370,000); AID 651821;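 active means inhibition above the plate cutoff, the mean of all test compounds on that plate plus 3 SD, cut at about 35% in these data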;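 further: 0% = DMSO alone and 100% = 100 µM mitoxantrone as full dye displacement; higher means more dye released from RNA so lower well fluorescence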
# Rev-erbA mod – Rev-erb alpha (human) modulation; AID 1259318; activity, % at 10 µM; actives 0.79% (n = 370,000); Rev-erbα–FITC-DNA binding, fluorescence polarization, 90 min;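 active means activity above about 14%, limit read from the data; passing the limit was not always enough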;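 further: 0% = DMSO wells with 35 nM protein and 100% = DMSO wells with 750 nM protein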
# ABHD4 inh – ABHD4 (mouse) inhibition, primary FP screen; Q8VD66; purified mABHD4, FP-Rh probe fluorescence polarization; inhibition, % at 8.92 µM; actives 0.54% (n = 370,000); AID 720543;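 active means inhibition exceeding the mean over every tested compound plus 3 SD, cut at about 30% in these data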;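 further: 0% = plate median of compound wells and 100% = S159A mutant with DMSO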
# Target sequence (Q8VD66 whole entry, looked up): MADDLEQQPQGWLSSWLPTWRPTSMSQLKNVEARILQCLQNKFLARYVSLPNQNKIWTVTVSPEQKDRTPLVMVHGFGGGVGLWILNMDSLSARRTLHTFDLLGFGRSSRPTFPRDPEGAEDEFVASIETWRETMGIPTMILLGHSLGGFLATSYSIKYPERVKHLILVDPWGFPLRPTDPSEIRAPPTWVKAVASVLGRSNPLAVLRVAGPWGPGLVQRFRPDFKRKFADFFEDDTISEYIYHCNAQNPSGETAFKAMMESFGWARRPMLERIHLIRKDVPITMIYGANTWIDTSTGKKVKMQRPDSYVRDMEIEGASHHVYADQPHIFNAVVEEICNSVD
#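 Assay system: mouse ABHD4 enzyme, wild type / Also added: fluorescent activity-based probe FP-Rh / Doses: single nominal dose of 8.92 µM, 0.89% DMSO final / Timing: 45 min compound pre-incubation plus 60 min probe step, 25 °C / Signal: FP readout, ex 525 nm / em 598 nm / Control set: S159A mutant/DMSO as 100%, compound-well median as 0%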
# TCR-CD3 inh – inhibitors of human TCR-CD3 interaction; TAMRA-labeled TCR probe fluorescence, biochemical; inhibition, % at 9.4 µM; actives 0.37% (n = 360,000); in the data active means inhibition above about 19%;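 further: recombinant mutant TCR 2C K166C tagged with TAMRA read by polarization; 0% = receptor in buffer alone and 100% = receptor with positive control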
# PG9 binder – small molecules binding HIV-1 gp120 antibody PG9; TR-FRET gp120-PG9 antibody binding; inhibition, % at 6.7 µM; actives 0.43% (n = 360,000); in the data active means inhibition above about 8.5%
# Numbers without * were called inactive; · = no result given. Some of the compounds tested; count on the stated rates, not on these rows.
SMILES,MBD2 inh,PRMT1 inh,UHRF1 binding,LEDGF integ inh,HTRA1 inhibitor,rCAG binder,Rev-erbA mod,ABHD4 inh,TCR-CD3 inh,PG9 binder
COC(=O)C1CN(C(=O)C(C)Oc2ccccc2Cl)c2ccccc2O1 (stereo unspecified),5,1,1,-1,6,-7,-7,-4,2,-2.5
COc1ccc(NC(=O)CC2COc3ccccc3O2)c(OC)c1 (stereo unspecified),-3,-1,-1,1,-1,-1,2,1,-1,-0.4
CC(=O)Nc1ccc(C(=O)Nc2ccc(S(=O)(=O)N3CCCC3)cc2)cc1,4,-1,-3,-1,-6,4,-5,0,0,-0.3
O=C(CCCOc1ccc(Cl)cc1Cl)NNC(=O)c1ccc(NC(=O)c2ccccc2)cc1,-4,0,2,-3,1,4,74*,-3,2,1.6
CC(C)(CN1CCCC1)NC(=O)C1CCC(=O)N(CCCN2CCOCC2)C1 (stereo unspecified),0,1,3,4,7,-4,2,6,9,-0.5
CC1CCCN(C(c2ccccc2)c2sc3ncnn3c2O)C1 (stereo unspecified),-4,0,-3,-1,-5,0,-4,-4,-7,-0.9
CCOc1ccc(-c2ncncc2-c2ccccc2OC)c(O)c1,-5,-3,-1,-5,-5,-4,1,-2,4,0.2
N#CC1=C(N)SC(N)=C(C#N)C1CCc1ccccc1,-3,-4,-4,5,-50,25,-3,-20,-22,1.5
CCOC(=O)c1c(N2C(=O)C3C4C=CC(C4)C3C2=O)sc2c1CCC(C)C2 (stereo unspecified),-4,0,-1,-2,7,-8,0,12,6,1.0
CCOc1ccc(NS(=O)(=O)c2ccc(NC(=O)c3ccccc3C(=O)O)cc2)cc1,3,3,3,-2,5,3,-4,1,-5,0.5
O=c1c2ccccc2ncn1CCCOc1ccccc1[N+](=O)[O-],-2,-4,1,-1,4,-3,2,1,-3,0.4
OCCC1CN(Cc2nc(-c3ccccc3)cs2)CCN1C1CCCC1 (stereo unspecified),1,-1,1,-1,4,-8,3,-2,13,-0.7

# The final 2 records of the section before lead into the next:
SMILES,MBD2 inh,PRMT1 inh,UHRF1 binding,LEDGF integ inh,HTRA1 inhibitor,rCAG binder,Rev-erbA mod,ABHD4 inh,TCR-CD3 inh,PG9 binder
O=c1c2ccccc2ncn1CCCOc1ccccc1[N+](=O)[O-],-2,-4,1,-1,4,-3,2,1,-3,0.4
OCCC1CN(Cc2nc(-c3ccccc3)cs2)CCN1C1CCCC1 (stereo unspecified),1,-1,1,-1,4,-8,3,-2,13,-0.7
COc1cccc(C(=O)CSc2nnc(CNS(C)(=O)=O)n2-c2ccc(C)cc2)c1,2,4,7,0,-4,1,2,-1,2,0.4
O=C(CSCCO)N1CCc2ccccc21,-4,-1,2,2,7,3,2,-6,-2,0.7
O=C(CSc1nnc(-c2cccs2)n1C1CC1)NC1CCS(=O)(=O)C1 (stereo unspecified),2,0,0,-4,2,2,5,-1,4,0.2
CCN(C(=O)CSc1nc2ccc([N+](=O)[O-])cc2s1)c1c(N)n(Cc2ccccc2)c(=O)[nH]c1=O,0,-1,-1,-1,-3,7,2,3,-5,-1.6
COc1cccc(NC(=O)C2(C)CCN2C(=O)Cc2ccc(-c3ccccc3)cc2)c1 (stereo unspecified),-8,-3,0,-2,·,6,0,-15,2,-0.8
CC1=Nc2cc([N+](=O)[O-])ccc2NC(C)(C)C1,-3,1,-5,3,20,12,7,7,-4,-0.5
CC1(C(=O)NCc2ccccc2Br)CCN1Cc1ccc2ccccc2c1 (stereo unspecified),-2,-4,0,2,·,4,4,-16,-3,-1.0
COc1ccc2nc(-c3ccccc3)cc(OC)c2c1,-4,-3,-3,-2,-12,0,0,-7,4,1.3
Cc1cc(-c2ccco2)n(CC(=O)O)n1,-2,2,-2,3,4,1,-4,-5,1,0.1
Nc1ncn(CC(=O)c2ccccc2)n1,-1,-1,-4,0,2,-1,1,1,6,-0.3
CCCCNC(=O)CC1N=C2c3ccccc3N=C(SCC(=O)Nc3ccccc3OC)N2C1=O (stereo unspecified),8,0,1,1,-1,-3,5,7,2,-2.3
CCC(C)NC(=O)C1(C)CCC(=O)N1CCc1ccc(OC)c(OC)c1 (stereo unspecified),1,2,2,3,9,-4,2,0,-6,0.8
CCn1c(COc2ccc(OC)cc2)nnc1SCC(=O)Nc1cc(OC)ccc1OC,3,-3,0,-4,-4,-7,-1,6,6,-1.1
O=c1oc(-c2ccco2)nc2sc3c(c12)CCCC3,2,7,4,-2,-34,14,-1,24,1,0.7
O=C(O)c1cccc(COc2ccccc2Cl)c1,-1,-1,0,0,3,3,-4,-1,-1,-0.9
Cc1cc(=O)[nH]c(SCC(=O)Nc2ccc3c(c2)CCC3)c1C#N,3,7,2,-5,-3,14,1,0,3,0.6
CC(C)(C)OC(=O)C[C@@H]1C/C=C\C[C@H](CC(=O)NCCO)C(=O)N2CCC[C@@H]2COC1=O,8,4,4,1,-11,1,0,-7,2,0.7
CCN(CC(=O)Nc1ccc(OC)cc1)CC(=O)N1CC(=O)Nc2ccccc21,-2,-3,-2,-2,-2,2,-1,1,4,2.3
COc1ccc(NC(=O)CN(C)C(=O)CCc2nc3cc(S(=O)(=O)N4CCOCC4)ccc3n2C)cc1,4,5,-1,-2,2,-3,1,5,1,1.9
O=C(Nc1ccc(N2CCCCC2)cc1)c1ccc2ccccc2n1,5,4,2,0,-13,-1,4,1,-8,1.6
COc1ccccc1/C=C/C=N/n1c(-c2ccc(Cl)cc2Cl)n[nH]c1=S,3,21*,2,4,-20,36*,1,-35,2,-0.9
COc1ccc(N(C2=NCCCS2)S(=O)(=O)c2ccc(C(C)(C)C)cc2)cc1,-2,-1,-2,2,-6,-1,1,-1,7,-0.5
COc1cc([N+](=O)[O-])ccc1NC(=O)NCc1ccccn1,8,1,14,1,-1,-1,-2,6,11,-2.0
c1ccc(CN2CCN(Cc3cn4cccnc4n3)CC2)cc1,2,-1,-4,3,-2,-1,-6,-2,-4,-3.6

# Another view of some results above.
# Each structure is followed by: MBD2 inh	PRMT1 inh	UHRF1 binding	LEDGF integ inh	HTRA1 inhibitor	rCAG binder	Rev-erbA mod	ABHD4 inh	TCR-CD3 inh	PG9 binder
- COC(=O)C1CN(C(=O)C(C)Oc2ccccc2Cl)c2ccccc2O1 (stereo unspecified)
  5	1	1	-1	6	-7	-7	-4	2	-2.5
- COc1ccc(NC(=O)CC2COc3ccccc3O2)c(OC)c1 (stereo unspecified)
  -3	-1	-1	1	-1	-1	2	1	-1	-0.4
- CC(=O)Nc1ccc(C(=O)Nc2ccc(S(=O)(=O)N3CCCC3)cc2)cc1
  4	-1	-3	-1	-6	4	-5	0	0	-0.3
- O=C(CCCOc1ccc(Cl)cc1Cl)NNC(=O)c1ccc(NC(=O)c2ccccc2)cc1
  -4	0	2	-3	1	4	74*	-3	2	1.6
- CC(C)(CN1CCCC1)NC(=O)C1CCC(=O)N(CCCN2CCOCC2)C1 (stereo unspecified)
  0	1	3	4	7	-4	2	6	9	-0.5
- CC1CCCN(C(c2ccccc2)c2sc3ncnn3c2O)C1 (stereo unspecified)
  -4	0	-3	-1	-5	0	-4	-4	-7	-0.9
- CCOc1ccc(-c2ncncc2-c2ccccc2OC)c(O)c1
  -5	-3	-1	-5	-5	-4	1	-2	4	0.2
- N#CC1=C(N)SC(N)=C(C#N)C1CCc1ccccc1
  -3	-4	-4	5	-50	25	-3	-20	-22	1.5
- CCOC(=O)c1c(N2C(=O)C3C4C=CC(C4)C3C2=O)sc2c1CCC(C)C2 (stereo unspecified)
  -4	0	-1	-2	7	-8	0	12	6	1.0
- CCOc1ccc(NS(=O)(=O)c2ccc(NC(=O)c3ccccc3C(=O)O)cc2)cc1
  3	3	3	-2	5	3	-4	1	-5	0.5
- O=c1c2ccccc2ncn1CCCOc1ccccc1[N+](=O)[O-]
  -2	-4	1	-1	4	-3	2	1	-3	0.4
- OCCC1CN(Cc2nc(-c3ccccc3)cs2)CCN1C1CCCC1 (stereo unspecified)
  1	-1	1	-1	4	-8	3	-2	13	-0.7
- COc1cccc(C(=O)CSc2nnc(CNS(C)(=O)=O)n2-c2ccc(C)cc2)c1
  2	4	7	0	-4	1	2	-1	2	0.4

# Next section.
SMILES,MBD2 inh,PRMT1 inh,UHRF1 binding,LEDGF integ inh,HTRA1 inhibitor,rCAG binder,Rev-erbA mod,ABHD4 inh,TCR-CD3 inh,PG9 binder
COc1ccc(C)cc1NC(=O)C(OC(=O)CNC(=O)c1cccc(F)c1)c1ccccc1 (stereo unspecified),1,2,5,-1,-2,-1,1,-1,-5,-1.6
C=CCNc1ncnc2ccccc12,10,2,21,-7,9,-1,-2,3,-1,0.0
CCN(c1cccc(C)c1)S(=O)(=O)c1ccc(-n2cccn2)cc1,-2,-9,-2,0,-14,-5,2,-7,2,1.0
Cc1ccc2nc(NC(=O)c3ccco3)sc2c1,7,-1,-3,-2,-10,5,-6,-10,4,-2.1
Cc1ccc(N(C(C)C(=O)N2CCOCC2)S(C)(=O)=O)cc1C (stereo unspecified),-3,-4,-2,-2,-2,-1,-5,-1,6,-1.3
Cc1ccc(NS(=O)(=O)c2cccc(C(=O)NCC(c3ccco3)N3CCCCC3)c2)cc1 (stereo unspecified),-7,-4,-3,5,-13,-3,3,-2,-1,-1.6
COc1cc(C=O)ccc1OCC(=O)N1CCOCC1,-5,1,0,1,3,2,1,-4,5,0.8
Cc1cccc(NC(=O)CN2C(=O)N/C(=C/c3cc(C)n(C)c3C)C2=O)c1,1,5,-5,-3,-2,24,1,-5,-1,-0.6
CCN(CC1CCCO1)C(=O)CCc1nnc(Cc2ccc3c(c2)OCO3)o1 (stereo unspecified),2,1,0,-3,5,-4,-1,6,3,0.3
CCN(CC(=O)Nc1c(F)cccc1F)C(=O)c1ccc2c(=O)n3c(nc2c1)CCC3,-3,0,-1,0,1,2,-3,2,2,1.6
Cc1cccc(C(=O)OCC(=O)NC23CC4CC(CC(C4)C2)C3)c1O,3,2,0,-1,-28,0,0,0,-1,0.2
CC(=O)C1=C(C)NC(=O)NC1c1cccs1 (stereo unspecified),1,-2,1,1,-1,-2,-6,1,1,-1.6
COc1ccc(CCNS(=O)(=O)c2ccc(Cl)s2)cc1OC,1,-2,3,1,-1,-4,-3,-1,-5,0.9
CCCCOc1ccc(C(=O)NC2CCCCN(C(C)C)C2=O)cc1 (stereo unspecified),-6,0,-3,0,·,-4,4,-1,·,·
O=C(O)c1ccc2oc(SCC(=O)N3CCCCC3)nc2c1,2,-1,-1,2,0,-1,-1,1,5,-0.3
Cc1ccc(N2C(=O)C3C4C=CC(CNC(=S)Nc5ccc(F)cc5)(O4)C3C2=O)cc1 (stereo unspecified),4,80*,2,1,-8,5,-4,1,-2,-1.2
CC(C)(C)OC(=O)CNC(=O)c1[nH]cnc1C(=O)NCC(=O)OCc1ccccc1,4,-4,0,0,1,-9,1,-5,-4,1.0
O=C(NCC(=O)N1CCC(Cc2ccccc2)CC1)c1ccccc1F,-2,-1,0,1,2,-1,-2,1,-3,0.4
O=C(O)C1=C[C@H](c2coc3ccccc3c2=O)C[C@H](OCCCCO)O1,-4,-1,-2,1,-3,3,4,-2,6,0.9
